# WT yeast gro inh – growth inhibition of WT strain, primary screen, mitochondrial fusion inhibitor project, WT and mutant strains, chemical genetic; AID 1362, 2008; actives 2.1% (n = 190,000); mitochondrial fusion phenotypic screen; inhibition, % at 10 µM; in the data active = inhibition above about 58%; tested in S. cerevisiae
# PMI inhibition – human PMI inhibitors, high substrate, primary screen, biochemical, fluorescence intensity, high mannose 6-phosphate (AID 1220) | recombinant PMI enzyme, coupled fluorescence intensity; higher % means a stronger effect | inhibition, % at 20 µM; hits with a dose series show IC50 in µM | actives 0.66% (n = 190,000)
# MT stabilize HCS – microtubule stabilizers in HeLa cells, primary screen, imaging, high-content imaging; HeLa tubulin immunostaining HCS, 24 h; share of cells brighter than vehicle mean+2SD; AID 2205, 2009; actives 0.83% (n = 200,000); % tubulin-high responders, % at 10 µM;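 active = plate Z-score above 3 for both tubulin-high and condensed-nucleus cell shares, with cell loss under 80%, at 10 µM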;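 note: anti alpha tubulin signal scored within the nucleus-defined area of each cell; some results filed as inactive read as strong as hits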
# Autophagy HCS – autophagy modulators in MEF cells, primary screen, imaging, high-content, MEF GFP-LC3 | MEF GFP-LC3 puncta imaging; test concentration mostly 10 µM | calls only at 10 µM (by protocol) | actives 0.98% (n = 190,000);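 active = percentage of spot-positive cells more than 3 SD above its plate mean, without a fluorescence outlier flag or 80% toxicity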;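 note: spot-positive cell cutoff set from DMSO-treated cells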
# Dynein cargo inh – inhibitors of GR-EGFP nuclear translocation, primary screen, dynein cargo transport inhibitor project, imaging, high-content, 3617.4 mouse cells. test concentration mostly 20 µM; stimulated with dexamethasone, 1 µM; stronger effect = lower value. z-score, hits read low. actives 0.47% (n = 220,000);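 active = plate z-score of nuclear minus cytoplasmic receptor signal below a set negative limit, without overly bright fluorescence or cell loss, cut at about -3.5 in these data, passing the limit was not always enough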;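 note: z-score of nuclear minus cytoplasmic ring GR-EGFP intensity difference per well; some compounds called inactive have numbers as strong as hits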
#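 Also added – dexamethasone, 1.0 µM final · Buffer or medium – tet-free, stripped-serum medium · Schedule – induction 48 h, compound 1 h, agonist 30 min · Detection – formaldehyde fixation, Hoechst nuclear stain, 10x automated fluorescence imaging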
# Yfh1-off respiration – enhancers of respiration in Yfh1-depleted yeast, dose response, Friedreich's ataxia, plus single-dose screen (AID 1465) | S. cerevisiae Yfh1-off respiration, WST-1 reduction, 72 h; higher fold induction means a stronger effect | fold induction at 50 µM, or EC50 in µM where a hit was titrated | actives 0.074% (n = 220,000);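 active = fold induction of absorbance versus untreated yeast above a set limit, then at least 30% activation at any dose in follow-up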;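 note: activators that raise dye reduction in frataxin-depleted yeast; strong numbers were not always called active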
# Insulin prom up – insulin promoter activators in MIN6 cells, imaging, high-content screening, mouse beta cells; z-score at 5 µM; MIN6 insulin promoter-GFP reporter; stronger effect = higher value; actives 0.3% (n = 190,000);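 active = z-score above 3 at 5 µM with at least 500 cells counted in the well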
# PMI inhibitors – inhibitors of human PMI, primary screen, biochemical, fluorescence intensity, coupled assay (AID 1209) | Mannose-6-phosphate isomerase (Homo sapiens) | purified PMI enzyme, coupled fluorescence intensity; higher % means a stronger effect | actives 0.42% (n = 190,000) | inhibition, % at 20 µM; hits with a dose series show IC50 in µM;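 note: plate controls were DMSO vehicle for no effect and wells lacking substrate for full effect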
# b-catenin transl – modulators of beta-catenin nuclear translocation, primary screen, imaging, HeLa cells, immunofluorescence, high-content | actives 0.3% (n = 190,000) | nuclear translocation activity, % at 5 µM | AID 1665, 2009;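 active = nuclear translocation activity above 50% at 5 µM, with a well cell count of 50 or more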;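 note: per-cell ratio of nuclear to cytoplasmic median beta-catenin stain intensity; plate controls were DMSO negative control for no effect and GSK-3 inhibitor IX positive control for full effect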
#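 Test system: human HeLa cell line; Doses: 5 µM primary, 0.02–20 µM confirmation; Incubation: 24 h compound exposure, 37°C; Detection: beta-catenin immunofluorescence imaging with DAPI; Read-out: beta-catenin nuclear/cytoplasmic ratio, % activation.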
# WT yeast gro inh mutant strain – recorded beside WT yeast gro inh, whose call it bears; inhibition, %; mitochondrial fusion phenotypic screen, mutant strain inhibition
# Dynein cargo inh cytoplasmic EGFP – further read-out of Dynein cargo inh, marked with its call; z-score; measured here: cytoplasmic GR-EGFP intensity; stronger effect = higher value
# Dynein cargo inh nuclear GR-EGFP – further read-out of Dynein cargo inh, marked with its call; z-score; measured here: nuclear GR-EGFP intensity;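 lower value marks the stronger effect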
# Dynein cargo inh cell count – second read-out of Dynein cargo inh, no call of its own (marks repeat the call); z-score; measured here: cell count per field
# Insulin prom up cell count – also measured in Insulin prom up; calls as there; cell count; measured here: cytotoxicity, nuclei count;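 total cells summed across four imaged fields per well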
# b-catenin transl cell count 5 µM – also measured in b-catenin transl; calls as there; cell count; measured here: cell count, cytotoxicity flag
# MT stabilize HCS Hoechst-high % – second read-out of MT stabilize HCS, no call of its own (marks repeat the call); % Hoechst-high responders; measured here: nuclear condensation Hoechst responders;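 share of cells brighter than vehicle mean plus two SD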
# MT stabilize HCS cytotoxicity % – second read-out of MT stabilize HCS, no call of its own (marks repeat the call); toxicity, %; measured here: cytotoxicity by cell density;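 0% = mean cell density of plate MIN control wells and 100% = no cells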
# Autophagy HCS cell loss 18 h – also measured in Autophagy HCS; calls as there; toxicity, %; measured here: cell loss, nuclei count;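 cell loss after 18 h compound exposure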
# * marks the source's active call; other numbers are inactive results; i = inactive; · = not tested or not shown. Cut-off read from the data, not from the text of the source, unless noted: active = inhibition above about 50%; inactive = the rest. Rows were taken by chance; any-hit rate near 5%.
SMILES	WT yeast gro inh	WT yeast gro inh mutant strain	PMI inhibition	MT stabilize HCS	MT stabilize HCS Hoechst-high %	MT stabilize HCS cytotoxicity %	Autophagy HCS	Autophagy HCS cell loss 18 h	Dynein cargo inh	Dynein cargo inh cytoplasmic EGFP	Dynein cargo inh nuclear GR-EGFP	Dynein cargo inh cell count	Yfh1-off respiration	Insulin prom up	Insulin prom up cell count	PMI inhibitors	b-catenin transl	b-catenin transl cell count 5 µM
CCOc1ccc(N2C(=O)CNC2=S)cc1	-2	7	-10%	4.1	2.6	7.3	i	10	-1.2	-0.3	0.051	0.11	i	-0.35	1506	-11%	-4.0	1220
O=[N+]([O-])/C=C/c1cn(Cc2ccccc2)c2ccccc12	82	90	-6%	2.7	2.6	0.8	i	-29	-4.6*	0.65*	-1.5*	-0.57*	i	0.81	1349	-2%	-1.6	1233
O=C(CSCc1ccc(Cl)cc1)NCCSCc1ccco1	11	-17	4%	1.2	0.9	3.2	i	1	1.5	-0.1	1.3	-1.4	i	-0.11	1305	4%	-1.6	1140
CCOC(=O)N1CCC(NC(=O)CSCc2nc(-c3cccc(OC)c3)oc2C)CC1	0	-1	0%	2.1	1.4	9.9	i	4	-0.26	-0.045	-0.81	-0.037	i	-0.71	1754	7%	0.6	1011
CCN(CCn1cccn1)C(=O)c1cc(COc2cccc3cccnc23)on1	0	0	-6%	1.5	1.3	2.2	i	14	1.9	-0.076	1.2	-1.4	i	0.38	1457	0%	-1.2	967
COC(=O)c1nnc(-c2ccccc2)c(-c2ccccc2)n1	6	-5	0%	6.6	3.1	13	i	39	-0.16	-0.3	0.031	-0.23	i	0.99	1207	1%	-8.5	1040
COc1cccc2cc(C(=O)N3CCN(C45CC6CC(CC(C6)C4)C5)CC3)c(=O)oc12	-6	-9	10%	3.0	1.4	1.8	i	6	-0.96	-0.24	-1.1	0.43	i	·	·	15%	·	·
CC(C)n1nnnc1-c1cc(Cl)cc(Cl)c1	-3	-14	9%	1.8	1.5	10	i	15	0.51	-0.072	1	-0.35	i	-2	1456	11%	-0.5	1369
C=CCn1c(SCC(=O)N2CCN(c3ccc(F)cc3)CC2)nnc1-c1ccco1	10	-4	13%	1.9	1.9	8.0	i	-4	-0.33	-0.19	0.12	0.24	i	·	·	10%	-4.3	1205
Cc1c(N=Cc2ccc(O)c(Br)c2)cccc1[N+](=O)[O-]	-11	-7	12%	2.8	2.7	7.7	i	-6	0.38	-0.26	-0.24	0.072	i	0.94	1217	-5%	1.6	469
CCC1=NN2C(=N)/C(=C\c3ccc(OCc4cc(=O)n5nc(CC)sc5n4)c(OC)c3)C(=O)N=C2S1	-6	2	5%	4.7	1.4	6.3	i	-2	-0.74	-0.26	-0.55	0.13	i	0.1	1569	-5%	-4.2	1080
COCCCNc1nc2nonc2nc1NCCSC	·	·	·	·	·	·	·	·	-0.33	-0.24	0.28	0.35	i	0.47	1083	·	1.4	1236
OC(CNCC1CCCO1)Cn1c2ccc(Cl)cc2c2cc(Cl)ccc21 (stereo unspecified)	7	12	9%	20	4.1	17	i	10	-1	0.95	-1.1	-6.1	i	0.03	1488	12%	2.9	1354
O=[n+]1cc(-c2cc3ccccc3o2)n([O-])c2c1CCCC2	·	·	6%	·	·	·	·	·	·	·	·	·	i	-0.35	1048	1%	-6.0	1022
Cc1cc(/C=N\O)c(C)n1-c1ccncc1	4	2	-12%	1.2	1.0	5.0	i	-6	1.5	0.023	1.3	-1.3	·	-0.42	972	2%	1.2	1203
O/N=C\c1ccc(-c2ccccc2)o1	-21	-4	10%	4.7	2.7	4.2	i	-1	-0.23	-0.34	-0.33	0.69	i	-0.01	1227	6%	-1.4	554
Cn1c(SCC(=O)Nc2nccs2)nnc1C12CC3CC(CC(C3)C1)C2	5	14	0%	3.3	1.6	3.8	i	0	-0.45	-0.27	-0.16	-0.37	i	0.06	1211	-2%	·	·
O=[N+]([O-])c1cccc(-c2nnc(SCc3cccnc3)o2)c1	-20	-18	4%	3.4	1.7	6.6	i	-1	-0.99	-0.094	-0.27	0.39	i	0.69	1563	4%	-0.3	964
CCc1cccc2c(C(=O)C(F)(F)F)cn(CC(=O)N3CCOCC3)c12	4	-5	5%	4.1	1.2	8.2	i	0	-0.72	-0.39	-0.61	1.3	i	-0.21	1402	7%	0.7	1491
CCOC(=O)Cc1csc(NC(=O)NC2(C(F)(F)F)Oc3ccc(Cl)cc3O2)n1 (stereo unspecified)	23	27	48%	3.1	3.2	2.8	i	39	-0.88	-0.25	-0.34	0.075	i	-0.66	1049	52%*	·	·
COc1ccc2cc3c(N)nn(C(=O)c4cccc(F)c4)c3nc2c1	·	·	·	·	·	·	·	·	0.98	-0.23	0.97	-0.27	i	1.6	812	·	1.8	1308
CN(C)CCN=Cc1c(O)n(Cc2ccccc2)c(=O)c2ccccc12	2	5	25%	3.0	1.9	6.5	i	8	-0.69	-0.16	-0.34	-0.13	i	0.26	1278	17%	-1.0	1055
CCCCn1nnnc1NCc1cccc(OC)c1OC	0	4	1%	2.4	1.2	6.3	i	0	3.9	-0.16	1.8	-1.9	i	·	·	-1%	-3.7	983
COc1ccc(-n2nc([N+](=O)[O-])c(=NCCc3ccc(OC)c(OC)c3)n2O)cc1	5	1	0%	2.2	2.1	7.0	i	16	-0.24	-0.18	-0.36	0.22	i	-0.76	1189	10%	0.7	930
S=c1[nH]nc(CCc2ccc(Cl)cc2)o1	19	7	-9%	4.7	2.4	8.0	i	23	0.96	-0.18	0.59	-0.64	i	0.98	1363	-13%	-1.1	934
O=C1CC(N2CCN(Cc3ccccc3)CC2)C(=O)N1c1ccc2c(c1)OCCO2 (stereo unspecified)	-13	3	-6%	1.0	1.6	3.3	i	3	2.5	0.0019	1.4	-0.83	i	0.69	1240	12%	0.1	951
CC(=O)c1c(NC(=O)C(C)C)nc(C)nc1-c1ccccc1	-1	-1	5%	3.8	2.3	11	i	7	-0.44	-0.14	-0.32	0.37	i	-0.45	1252	14%	-5.8	1236
CC1(C)Cc2ccccc2-c2nnc(SCC(=O)N3CCN(c4ccccc4)CC3)n21	61*	38*	11%	4.1	1.9	1.2	i	13	-0.92	-0.32	-0.54	1.1	i	-0.37	1177	11%	2.1	1101
CCOc1cc(C)c(C(C)C)cc1S(=O)(=O)N1CCN(C)CC1	4	-6	3%	2.9	1.8	2.4	i	8	-1.4	-0.27	-0.72	0.59	i	-0.14	1204	9%	·	·
Cc1cc(C)c(O)c(N)c1	-9	3	61%*	2.9	2.4	10	i	-8	-0.68	-0.19	0.032	0.017	i	-0.89	1570	33%	-0.9	1042
CC(=O)c1sc(Nc2nc3ccc(F)cc3s2)nc1C	1	6	16%	3.6	2.2	3.3	i	3	5.3	0.028	3.1	-2.7	i	0.08	1543	15%	9.9	1394
N#Cc1ccc(-c2cn(-c3ccccc3)c3[n+]2CCCS3)cc1	-6	3	-4%	3.5	1.8	6.1	i	6	0.57	0.07	0.52	-0.36	i	-0.56	1258	-3%	-0.3	1154
COc1ccc(N2CCN(c3ncnc4nc[nH]c34)CC2)cc1	-2	0	8%	2.2	1.5	3.4	i	13	-0.67	-0.16	-0.24	0.3	i	0.5	1450	5%	-0.3	1098
OCCN1CCN(C(=S)Nc2ccccc2)CC1	8	19	0%	2.0	1.9	1.2	i	-6	0.43	-0.18	0.38	-0.25	i	-0.86	1323	-3%	-2.5	1086
COc1ccc(-c2c3c(=O)n(C)c(=O)n(C)c3cn2NC(C)=O)cc1	-3	-4	-96%	1.7	2.0	2.3	i	-10	0.29	-0.0039	0.22	1.2	i	-0.9	1278	-47%	5.5	1145
O=C(Cn1cc2c(n1)CCCCC2)NC1CCCCCC1	2	-1	3%	2.5	3.5	11	i	6	0.58	-0.22	0.47	0.26	i	·	·	4%	-1.6	1160
O=C1C=CN(C(=O)Oc2ccccc2)CC1	-39	-15	-2%	1.7	2.9	11	i	16	0.26	-0.26	0.034	-0.29	i	0.44	1154	13%	·	·
O=C(O)Cn1c(SC2CCCCC2)nc2ccccc21	-8	5	-2%	5.6	3.7	5.4	i	10	-0.33	-0.28	-0.079	0.26	i	1.1	1523	1%	-0.7	834
CN(C)c1c(N)[nH]c2c(c1=O)c(=O)n(C)c(=O)n2C	4	-8	20%	5.7	2.3	0.6	i	-13	-0.66	-0.34	-0.71	1.1	i	-0.19	1118	13%	-6.1	563

# 3 structures from above, ordered by formula weight, low to high:
SMILES	WT yeast gro inh	WT yeast gro inh mutant strain	PMI inhibition	MT stabilize HCS	MT stabilize HCS Hoechst-high %	MT stabilize HCS cytotoxicity %	Autophagy HCS	Autophagy HCS cell loss 18 h	Dynein cargo inh	Dynein cargo inh cytoplasmic EGFP	Dynein cargo inh nuclear GR-EGFP	Dynein cargo inh cell count	Yfh1-off respiration	Insulin prom up	Insulin prom up cell count	PMI inhibitors	b-catenin transl	b-catenin transl cell count 5 µM
O=C1C=CN(C(=O)Oc2ccccc2)CC1	-39	-15	-2%	1.7	2.9	11	i	16	0.26	-0.26	0.034	-0.29	i	0.44	1154	13%	·	·
S=c1[nH]nc(CCc2ccc(Cl)cc2)o1	19	7	-9%	4.7	2.4	8.0	i	23	0.96	-0.18	0.59	-0.64	i	0.98	1363	-13%	-1.1	934
CC(=O)c1c(NC(=O)C(C)C)nc(C)nc1-c1ccccc1	-1	-1	5%	3.8	2.3	11	i	7	-0.44	-0.14	-0.32	0.37	i	-0.45	1252	14%	-5.8	1236
